MPTP block: blocks calcium-induced mitochondrial swelling. isolated mouse mitochondria, Ca2+ swelling absorbance, 30 min. inhibition, % at 10 µM. 360,000 compounds, 1.4% hits;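 active means inhibition of 50% or more, scaled per plate between neutral and stimulator controls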;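 further: 0% = DMSO wells given calcium and 100% = 1 mM EGTA wells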
APOBEC3A inh: human APOBEC3A DNA deaminase inhibition | P31941 | recombinant A3A, FAM/TAMRA ssDNA deamination fluorescence | inhibition, % at 20 µM | 330,000 compounds, 0.41% hits | AID 493011;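 active means at least 40% inhibition at 20 µM here, with at most 30% in a related deaminase screen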;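 further: plate controls were A3A with DMSO for no effect and wells lacking A3A enzyme for full effect; some results filed as inactive read as strong as hits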
Target sequence (P31941 whole entry, looked up): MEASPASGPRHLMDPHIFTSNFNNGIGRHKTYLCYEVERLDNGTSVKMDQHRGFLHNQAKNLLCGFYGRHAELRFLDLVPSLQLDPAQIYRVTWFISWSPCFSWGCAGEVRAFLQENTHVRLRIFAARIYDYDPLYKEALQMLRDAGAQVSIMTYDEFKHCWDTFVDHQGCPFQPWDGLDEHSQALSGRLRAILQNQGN
NR3A LBD binder: modulates the human NR3A ligand-binding domain; NR3A LBD differential scanning fluorimetry, Tm shift; 0% = protein alone, 100% = glycine-bound protein; Tm shift relative to glycine control, % at 25 µM; 340,000 compounds, 2.5% hits;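 active means melting temperature shift of at least 10% of the positive control shift, at one fixed dose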
CXCR6 block: blocks human CXCR6 beta-arrestin recruitment; O00574; CHO-K1 PathHunter CXCR6 beta-arrestin, luminescence; inhibition, % at 20 µM; 360,000 compounds, 0.36% hits; AID 602244; in the data active means inhibition above about 34%, passing the limit was not always enough;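 further: antagonist mode with CXCL16 agonist at 10 nM final; 0% = 10 nM CXCL16 with DMSO and 100% = unstimulated wells without agonist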
Target sequence (O00574 whole entry, looked up): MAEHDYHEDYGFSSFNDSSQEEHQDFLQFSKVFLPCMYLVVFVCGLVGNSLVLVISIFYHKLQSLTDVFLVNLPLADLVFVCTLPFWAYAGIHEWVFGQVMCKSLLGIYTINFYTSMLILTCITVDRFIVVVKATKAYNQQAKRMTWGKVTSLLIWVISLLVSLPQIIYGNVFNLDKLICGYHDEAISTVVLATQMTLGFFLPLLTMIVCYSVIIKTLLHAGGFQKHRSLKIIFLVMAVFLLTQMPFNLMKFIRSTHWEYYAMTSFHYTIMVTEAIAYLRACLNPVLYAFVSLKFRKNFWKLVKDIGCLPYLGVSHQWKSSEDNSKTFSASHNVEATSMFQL
A3G deaminase: APOBEC3G (human) deaminase inhibition. recombinant A3G, ssDNA deamination FAM/TAMRA fluorescence. inhibition, % at 20 µM. 330,000 compounds, 0.28% hits;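 active means inhibition of at least 40% at 20 µM, with no more than 30% in the related APOBEC3A deaminase screen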;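 further: plate controls were DMSO wells with A3G for no effect and wells lacking A3G enzyme for full effect; some compounds called inactive have numbers as strong as hits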
Gli-Sufu antag: blocks Gli-Sufu signaling in a luciferase reporter; Sufu-KO-LIGHT fibroblasts, Gli luciferase reporter luminescence; inhibition, % at 5 µM; 340,000 compounds, 0.74% hits; AID 588413;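 active means inhibition above about 55%, limit read from the data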;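 further: 0% = DMSO-treated cells and 100% = wells with medium but no cells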
CCR6 antagonist: blocks CCL20-driven beta-arrestin recruitment at human CCR6; P51684; CHO-K1 CCR6 PathHunter beta-arrestin, luminescence, CCL20-stimulated; inhibition, % at 20 µM; 340,000 compounds, 0.49% hits; AID 493098;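 active means compounds whose inhibition of the agonist-driven luminescence signal at 20 µM reaches about 50%, limit read from the data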;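 further: cells stimulated with CCL20 at 14 nM final; plate controls were DMSO with CCL20 for no effect and DMSO without agonist for full effect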
EBI2 block: blocks human EBI2 receptor beta-arrestin signaling | P32249 | EBI2 beta-arrestin recruitment, luminescence, 7a,25-OHC stimulated | AID 651636 | inhibition, % at 5 µM | 360,000 compounds, 0.81% hits; in the data active means inhibition above about 38%;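 further: enzyme fragment complementation signal reports receptor beta-arrestin coupling in cells; 0% = agonist plus DMSO wells and 100% = wells without agonist; some results beyond the cut were filed as inactive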
Target sequence (P32249 whole entry, looked up, the tested form may be a part): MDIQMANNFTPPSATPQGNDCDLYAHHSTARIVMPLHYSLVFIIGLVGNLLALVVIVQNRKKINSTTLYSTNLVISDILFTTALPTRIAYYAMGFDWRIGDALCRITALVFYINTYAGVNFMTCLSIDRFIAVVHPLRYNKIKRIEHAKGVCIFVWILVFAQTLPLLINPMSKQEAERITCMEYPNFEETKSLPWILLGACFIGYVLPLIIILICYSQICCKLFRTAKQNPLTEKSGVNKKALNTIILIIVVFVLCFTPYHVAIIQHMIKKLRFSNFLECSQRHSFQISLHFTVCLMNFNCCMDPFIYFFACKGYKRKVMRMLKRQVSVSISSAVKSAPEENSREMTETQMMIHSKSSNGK
Active calls of the source: *; . = not tested or not shown.

SMILES	MPTP block	APOBEC3A inh	NR3A LBD binder	CXCR6 block	A3G deaminase	Gli-Sufu antag	CCR6 antagonist	EBI2 block
Cc1cc(C)c2c(N)c(C(=O)N3CCN(c4ncccn4)CC3)sc2n1	0.7	-6	0	0	9	-5	1	2
Cc1ccccc1C(=O)N1[C@@H](C(C)C)COc2cc(Br)ccc2S1(=O)=O	-0.6	.	0	8	.	7	17	20
Nc1cccc(-c2nc3ncccc3o2)c1	-0.3	-3	1	0	-5	6	9	-13
Cn1c(N)c(C(=O)CSc2nnnn2-c2ccccc2)c(=O)n(C)c1=O	2.1	20	-4	-1	1	-1	4	-10
Nc1cc(=O)[nH]c(SCC(=O)Nc2ccccc2Sc2ccccc2)n1	-1.1	-5	-2	3	-3	27	0	-1
Cc1nc2ccc(NC(=O)c3ccc4ccccc4n3)cc2s1	0.0	32	-7	7	-4	-43	-2	-11
O=C(NCc1ccccn1)c1ccc(NS(=O)(=O)c2ccccc2)cc1	-1.8	0	2	3	-8	-1	9	2
CCOC(=O)[C@H]1[C@H]2COc3ccc(Cl)cc3[C@@H]2N2C(=O)c3cc(Br)ccc3NC(=O)[C@@]12C	-1.5	1	-9	9	-6	1	4	-3
CCCN1CN(Cc2ccccc2)CC2=C1CC(C)(C)CC2=O	-0.5	-8	1	-2	-9	13	-14	4
COC(=O)c1ccc(NCCc2csc(-c3ccc(C)cc3)n2)c([N+](=O)[O-])c1	3.2	-1	-5	3	-3	-8	1	23
O=C(COC(=O)Cn1nnc2ccccc21)Nc1ccccc1Br	1.5	1	0	9	-9	3	-18	-7
O=C(COc1ncnc2scc(-c3ccc(F)cc3)c12)NCc1ccco1	-4.3	-5	-3	-8	-6	-4	9	-21
Cc1cc2nc3c(nc2cc1C)CCCC3	-0.1	2	5	2	6	-21	-4	2
Cc1ccc(NC(=S)NCCCN2CCOCC2)cc1C	1.0	-6	-1	7	-7	5	-5	-6
CC(C)C(=O)Nc1ncc(C(F)(F)F)cc1Cl	1.3	-5	1	-1	-6	3	-3	-3
COc1ccccc1NC(=O)NNC(=O)C(C)Oc1ccc2ccccc2c1 (stereo not given)	-0.1	-1	0	-18	-10	-3	-4	5
COC(=O)c1ccc(CN2C(=O)c3ccccc3C2=O)o1	-1.3	1	3	1	1	5	18	-14
COc1ccc2cc(C(=O)O)ccc2c1	0.0	-2	0	9	-8	-12	15	-8
COc1ccc(CCNC(=O)c2ccc(CNS(=O)(=O)c3cccc(Cl)c3)cc2)cc1OC	1.7	0	-3	-6	-4	9	14	-6
Nc1cccc(-c2cn3cc(C(F)(F)F)cc(Cl)c3n2)c1	1.6	0	-8	-4	-1	-112	-3	-12
N#Cc1c(NC(=O)CSc2n[nH]c(N)n2)oc(-c2ccccc2)c1-c1ccccc1	0.6	-6	2	6	7	0	20	5
COc1ccc(CCNC(=O)Cc2cc(OC)c(OC)cc2Br)cc1OC	-0.5	2	0	-7	0	-12	-8	-4
COc1ccc(OCCOc2ccc(S(=O)(=O)N3CCCC3)cc2C(N)=O)cc1	-0.8	4	-2	-2	4	1	5	1
COc1ccc(OC)c(C2=C/C(=C/c3ccccn3)C(=O)O2)c1	-0.6	1	-1	12	-1	9	33	19
N#C/C(=C\Nc1ccc(Cl)cc1)S(=O)(=O)c1ccccn1	0.4	-2	3	-3	-5	6	3	-16
COc1ccccc1CNC(=O)C1CCN(S(=O)(=O)c2cccc3cccnc23)CC1	-1.1	2	-4	2	-5	2	-8	0
CC(C)(C)[C@@H]1COC(=O)[C@@H](NC(=O)OCC2c3ccccc3-c3ccccc32)C/C=C\C[C@@H](CC(=O)NCCO)C(=O)N1	-0.5	-3	-2	-6	-7	27	-9	4
COc1cc(C(=O)NCCc2ccc3c(c2)OCO3)cc(OC)c1OC	0.4	.	1	6	.	-7	5	2
Cc1ccc2c(c1)CC1(CN2C)C(=O)OC(C)(C)OC1=O	0.4	0	0	2	-3	1	-11	-1
NS(=O)(=O)c1cccc(NC(=O)CCN2C(=O)C3CCCCC3C2=O)c1 (stereo not given)	-0.9	-6	1	0	-9	-4	5	-6

A draw from above in order of number of heavy atoms, descending.
SMILES	MPTP block	APOBEC3A inh	NR3A LBD binder	CXCR6 block	A3G deaminase	Gli-Sufu antag	CCR6 antagonist	EBI2 block
CC(C)(C)[C@@H]1COC(=O)[C@@H](NC(=O)OCC2c3ccccc3-c3ccccc32)C/C=C\C[C@@H](CC(=O)NCCO)C(=O)N1	-0.5	-3	-2	-6	-7	27	-9	4
COc1ccc(CCNC(=O)c2ccc(CNS(=O)(=O)c3cccc(Cl)c3)cc2)cc1OC	1.7	0	-3	-6	-4	9	14	-6
CCOC(=O)[C@H]1[C@H]2COc3ccc(Cl)cc3[C@@H]2N2C(=O)c3cc(Br)ccc3NC(=O)[C@@]12C	-1.5	1	-9	9	-6	1	4	-3
COc1ccccc1CNC(=O)C1CCN(S(=O)(=O)c2cccc3cccnc23)CC1	-1.1	2	-4	2	-5	2	-8	0
N#Cc1c(NC(=O)CSc2n[nH]c(N)n2)oc(-c2ccccc2)c1-c1ccccc1	0.6	-6	2	6	7	0	20	5
COc1ccc(OCCOc2ccc(S(=O)(=O)N3CCCC3)cc2C(N)=O)cc1	-0.8	4	-2	-2	4	1	5	1
COc1ccccc1NC(=O)NNC(=O)C(C)Oc1ccc2ccccc2c1 (stereo not given)	-0.1	-1	0	-18	-10	-3	-4	5
O=C(COc1ncnc2scc(-c3ccc(F)cc3)c12)NCc1ccco1	-4.3	-5	-3	-8	-6	-4	9	-21
NS(=O)(=O)c1cccc(NC(=O)CCN2C(=O)C3CCCCC3C2=O)c1 (stereo not given)	-0.9	-6	1	0	-9	-4	5	-6
O=C(COC(=O)Cn1nnc2ccccc21)Nc1ccccc1Br	1.5	1	0	9	-9	3	-18	-7
CCCN1CN(Cc2ccccc2)CC2=C1CC(C)(C)CC2=O	-0.5	-8	1	-2	-9	13	-14	4
COC(=O)c1ccc(CN2C(=O)c3ccccc3C2=O)o1	-1.3	1	3	1	1	5	18	-14
CC(C)C(=O)Nc1ncc(C(F)(F)F)cc1Cl	1.3	-5	1	-1	-6	3	-3	-3
Cc1cc2nc3c(nc2cc1C)CCCC3	-0.1	2	5	2	6	-21	-4	2

More records follow:
SMILES	MPTP block	APOBEC3A inh	NR3A LBD binder	CXCR6 block	A3G deaminase	Gli-Sufu antag	CCR6 antagonist	EBI2 block
O=C1C2CC=C(Cl)CC2C(=O)N1CCCCCCN1C(=O)C2CC=C(Cl)CC2C1=O (stereo not given)	-1.6	5	-3	-15	1	-1	2	-2
O=C(NNC(=O)C1CC1)c1cc2cc3ccccc3nc2s1	3.3	-3	-1	-6	-2	-14	5	7
COc1ccccc1N(C)S(=O)(=O)c1ccc(C(=O)Nc2ccc(C)cc2C)cc1	0.5	0	-2	0	-5	-8	6	3
O=C(Nc1nnc(-c2ccccn2)o1)c1ccc(Br)cc1	-2.6	10	-3	8	1	19	18	-7
N#Cc1ccc(C23CC4(C2)[C@H](CN(P(=O)(c2ccccc2)c2ccccc2)[C@@H]4c2ccccc2)C3c2ccc(Cl)nc2)cc1 (stereo not given in full)	-0.5	2	-3	30	1	10	7	10
Cn1c(-c2ccccc2)cnc1SCc1nc2ccccc2c(=O)[nH]1	0.0	-3	0	-5	-5	-98	-10	-3
Cc1cccc(OCCCC(=O)Nc2ccc(S(=O)(=O)N3CCCC3)cc2)c1	6.3	-1	-9	-3	-2	7	16	10
COc1ccc(CNC(=O)C2(CC3CC(c4ccccc4)=NO3)CCN(C(=O)C3(C)CC3)CC2)cc1 (stereo not given)	-2.0	2	-1	8	4	3	5	-5
O=C(CN(Cc1ccc(Cl)cc1)S(=O)(=O)c1ccccc1)NCC1CCCO1 (stereo not given)	-0.1	-7	2	4	-9	-19	-2	-14
NS(=O)(=O)c1ccc(CCNC(=O)CSc2nc3ccccc3c(=O)n2CC2CCCO2)cc1 (stereo not given)	0.4	-4	1	0	-6	-1	6	0
COc1ccc(-c2csc(NC(=O)c3ccc(OCC(=O)N4CCOCC4)c(OC)c3)n2)cc1OC	2.3	3	-3	1	-9	-1	2	-21
CCOC(=O)C1=C(C)N(C)C(=O)NC1c1cccc(O)c1 (stereo not given)	0.4	3	-4	-16	-3	3	10	0
COc1cc(/C=N/N2CCN(C3c4ccccc4-c4ccccc43)CC2)cc(OC)c1OC	-0.7	-4	-2	-9	-6	12	32	26
COc1ccccc1NC(=S)NC1CCCC1	-1.0	-3	0	-2	-6	2	5	-23
CCOC(=O)COc1ccc(/C=C2/C(=O)NN(c3ccc(F)cc3)C2=O)cc1OC	1.0	-5	2	-5	-1	.	10	-12
CCC(C)NS(=O)(=O)c1ccc(NC(=O)c2cccs2)cc1 (stereo not given)	-1.5	8	-1	31	-6	2	-4	-4
CC(=O)Nc1ccc(C(=O)Nc2cccc(-c3cnc4ccccc4n3)c2)cc1	1.5	.	0	7	.	-8	-4	-26
CS(=O)(=O)c1ccc(Cl)c(NC(=O)CSc2nnc(C3CC3)n2C2CC2)c1	-1.4	-1	0	-4	-1	-3	3	-12
COCCn1c(=O)c2c(nc3n2CCCN3Cc2ccccc2)n(C)c1=O	-0.1	-3	1	10	-10	25	1	-1
O=C(O)CSC1CC(=O)N(c2ccc(Br)cc2)C1=O (stereo not given)	0.5	-2	1	9	1	.	6	-15
Cc1ccc(S(=O)(=O)N(Cc2cccc(Cl)c2)C(=O)N2CCN(C)CC2)cc1	-0.7	1	2	-2	-8	-6	8	1
O=C(NCC(=O)N1CCN(S(=O)(=O)c2ccccc2F)CC1)c1ccc2c(c1)OCO2	-1.3	1	0	-1	7	20	10	-10
O=C(O)c1ccc(NC(=O)c2cn(-c3ccccc3)nc2-c2ccc(Br)cc2)cc1	0.0	1	8	4	-1	1	-1	-3
COc1ccc(Cl)cc1NC(=O)CC(=O)Nc1cc(Cl)ccc1OC	-0.1	1	-3	-2	1	0	-3	8
Cc1[nH]nc(N2CCCCC2)c1[N+](=O)[O-]	0.2	-4	-1	5	-5	6	4	0
Cc1cccc2cc(C(c3nnnn3C3CCCC3)N3CCOCC3)c(=O)[nH]c12 (stereo not given)	0.2	8	0	-6	-3	0	-11	-7
O=C(COc1cccnc1[N+](=O)[O-])Nc1ccc2c(c1)OC(F)(F)O2	5.5	3	-5	-5	-7	-9	0	0
CC1Cc2ccccc2N1C(=O)COC(=O)CSc1ccc(F)cc1 (stereo not given)	-0.8	-1	0	-3	-8	0	3	-4
Cn1cccc1C(=O)OCC(=O)N1CCN(c2ccccc2)CC1	-0.5	2	-1	4	-5	-2	14	1
COc1ccc(OC)c(NC=C2C(=O)OC3(CCCCC3)OC2=O)c1	3.3	-5	3	-2	-6	4	-9	2
Cc1cc(F)cc(C)c1Cn1cnc2c(cnn2C(C)(C)C)c1=O	0.4	1	-3	-9	5	-8	20	5
CC1Cc2ccccc2N1C(=O)CSc1nnc2c(n1)[nH]c1ccc(F)cc12 (stereo not given)	19	-5	22*	-4	-4	5	18	10
CCCCCOCC(O)CCC(=O)NN (stereo not given)	0.0	-4	0	-12	-3	3	0	-7
COc1cc(OC)c2c(-c3cccc(/C=C/c4ccc(F)cc4)c3)cc(=O)oc2c1	0.1	2	-1	5	-1	-86	9	21
